Assay outcomes (PubChem BioAssay)
ERAP1 inh: inhibitors of human ERAP1 aminopeptidase. Q9NZ08. recombinant ERAP1, Leu-AMC fluorescence, 60 min. inhibition, % at 10.7 µM. hit rate 0.15% among 340,000;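 active = mean replicate inhibition of at least 30%, or all replicates individually reaching that 30% level; inactive = mean below 30% and not every replicate reaching it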;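 note: 0% = neutral control wells and 100% = L-leucinethiol positive control wells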
Xi reactivation: reactivates the inactive X chromosome in mouse fibroblasts. AID 743238. hit rate 0.055% among 360,000. activation, % at 7.58 µM. XiGFP mouse fibroblasts, % GFP-positive cells imaging, 3 d; cells co-treated with 5-aza-dC sensitizer; scaled so ellipticine positive control = 100%;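 active = mean normalized replicate activation at least 10% and every replicate at or above 10%; inconclusive = only one of the two criteria met; inactive = mean below 10% and not all replicates reach 10%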;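 note: 0% = median of on-plate neutral control wells and 100% = ellipticine 6 µM median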
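material = 68-5-11 XiGFP fibroblast line | medium = DMEM plus 5-aza-dC sensitizer | schedule = 3 days compound exposure | benchmarks = positive control ellipticine, 6 µM final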
esBAF inh: blocks esBAF chromatin remodeling in mouse ES cells | Bmi1-luciferase knock-in reporter, 24 h; 100% = twice the neutral-well signal | hit rate 2% among 350,000 | reporter increase, % at 12.5 µM; in the data active = activation above about 40%; inconclusive = no clear call, values can overlap the other calls;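 note: 0% = median of the plate's neutral control wells and 100% = double that signal; a rise in the Bmi1 reporter signal indicates esBAF inhibition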
RAD52 anneal inh: blocks human RAD52 DNA annealing | P43351 | recombinant RAD52 DNA annealing, FRET fluorescence | inhibition, % at 18.7 µM | hit rate 0.46% among 360,000 | AID 651710;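 active = every replicate showing at least 50% inhibition; inconclusive = mean inhibition at least 50% but not in every replicate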
Target sequence (P43351 whole entry, looked up): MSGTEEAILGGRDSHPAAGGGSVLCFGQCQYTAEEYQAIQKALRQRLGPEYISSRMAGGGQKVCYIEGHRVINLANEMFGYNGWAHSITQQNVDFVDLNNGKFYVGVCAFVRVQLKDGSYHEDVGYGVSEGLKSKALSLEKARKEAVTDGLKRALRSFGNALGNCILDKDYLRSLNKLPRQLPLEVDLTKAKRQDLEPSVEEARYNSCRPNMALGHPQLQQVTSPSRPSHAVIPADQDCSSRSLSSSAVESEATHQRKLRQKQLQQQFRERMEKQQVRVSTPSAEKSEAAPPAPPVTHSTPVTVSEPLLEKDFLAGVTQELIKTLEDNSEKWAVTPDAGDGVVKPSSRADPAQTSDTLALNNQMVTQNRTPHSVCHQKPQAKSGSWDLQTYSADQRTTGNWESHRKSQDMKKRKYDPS
ERp5 inh: ERp5 (human) disulfide isomerase inhibition | hit rate 0.05% among 350,000 | Q15084 | inhibition, % at 9.99 µM | ERp5 insulin aggregation, absorbance 650 nm, 90 min;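 active = mean replicate inhibition above about 25%, with every replicate also reaching it, limit read from the data, passing the limit was not always enough; inconclusive = only one of those two criteria met; inactive = neither criterion met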
Target sequence (Q15084 whole entry, looked up): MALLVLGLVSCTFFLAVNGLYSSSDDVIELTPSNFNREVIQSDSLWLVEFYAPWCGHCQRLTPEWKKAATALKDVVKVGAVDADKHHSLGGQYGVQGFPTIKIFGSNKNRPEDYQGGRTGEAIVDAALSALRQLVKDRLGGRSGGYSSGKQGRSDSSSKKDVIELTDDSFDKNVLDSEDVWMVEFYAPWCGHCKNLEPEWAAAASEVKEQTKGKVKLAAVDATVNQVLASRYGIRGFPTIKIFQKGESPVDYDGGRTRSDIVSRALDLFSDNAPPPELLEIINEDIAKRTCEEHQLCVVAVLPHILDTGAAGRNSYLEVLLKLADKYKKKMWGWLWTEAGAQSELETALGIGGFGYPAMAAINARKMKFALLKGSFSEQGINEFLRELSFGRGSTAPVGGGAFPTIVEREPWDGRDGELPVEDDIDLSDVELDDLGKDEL
RAD54 branch: RAD54 (human) branch migration inhibition; RAD54 Holliday junction branch migration, FAM/BHQ fluorescence; inhibition, % at 10.4 µM; hit rate 0.14% among 360,000; AID 602329;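 active = mean normalized replicate activity at least 40 and at least half of replicates scoring 40 or more; inconclusive = only one of the two criteria met; inactive = mean below 40 and under half of replicates reaching 40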;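 note: 0% = median of neutral control wells and 100% = median of positive control wells; inhibitors cause a drop in the FAM fluorescence signal; in these data hits start at about 50%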
E-selectin induc: induces E-selectin expression in human endothelial cells; hit rate 0.37% among 260,000; P16581; HUVEC E-selectin immunofluorescence imaging; normalized: neutral wells 0, TNF-alpha wells 100; activation, % at 7.58 µM;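 active = mean E-selectin-positive cell signal at least 10% of the positive control, reached in at least 60% of replicates, without over 20% cell loss; inconclusive = no rule given, readout overlaps actives, possibly toxicity-flagged; inactive = the rest, including those meeting only one limit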;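 note: in these data hits start at about 27%; measured in HUVEC primary endothelial cells; signal is the percent of cells scored E-selectin positive by PE staining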
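Material: HUVEC primary endothelial cells; Amount: 3,000 cells per well; Dosing: single concentration; Medium: EGM-2 growth medium on 0.1% gelatin-coated wells; Read-out basis: percent E-selectin-positive cells; Signal: immunofluorescence imaging; Control set: TNF-alpha, DMSO.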
S100A4 MyoIIA: blocks human S100A4 binding to myosin IIA peptide | P26447 | S100A4/TAMRA-MyoIIA peptide fluorescence polarization | inhibition, % at 10.7 µM | hit rate 0.14% among 360,000 | AID 652163;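 active = mean inhibition of at least 70% across replicates, with every replicate also reaching that level; inconclusive = mean inhibition reaches 70% but some replicates fall short; inactive = mean inhibition below 70%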
Target sequence (P26447 whole entry, looked up): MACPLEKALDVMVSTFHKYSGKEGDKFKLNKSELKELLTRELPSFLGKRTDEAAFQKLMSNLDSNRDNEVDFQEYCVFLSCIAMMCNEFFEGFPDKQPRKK
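Assay system: human S100A4 monomer with TAMRA-labelled myosin IIA peptide / Buffer or medium: Calcium-containing HEPES buffer, pH 7.2 / Reagent: TAMRA-labelled myosin IIA heavy-chain peptide probe, 5 nM / Compound: one dose per compound / Timing: polarization read 5 min after assay mix addition, stable 5–60 min / Benchmarks: neutral control DMSO, positive control TFP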
An asterisk follows results filed as active; & = joins results of further samples.

`COc1ccc2c3c([nH]c2c1)[C@@H](CO)N(C(=O)C1CCCC1)CC31CN(S(C)(=O)=O)C1` gave ERAP1 inh 0, Xi reactivation 0.1, RAD52 anneal inh -9, ERp5 inh -2, E-selectin induc -0.1 and S100A4 MyoIIA -1.
`Cc1ccc(N2C(=O)N3[C@@H]4c5ccccc5OC[C@@H]4[C@@H](c4ccccc4)[C@@]3(C)C2=O)cc1` gave ERAP1 inh 2, Xi reactivation 0.0, esBAF inh 2, RAD52 anneal inh -8, ERp5 inh -4, RAD54 branch 6, E-selectin induc -0.1 and S100A4 MyoIIA -3.
Screening COc1ccccc1CN1C[C@@H]2C[C@@H](c3ccc(C)cc3)N3CCC[C@@]23C1=O returned ERAP1 inh -1, Xi reactivation 0.0, esBAF inh -10, RAD52 anneal inh -60, ERp5 inh 6, RAD54 branch 9 and S100A4 MyoIIA -8.
`Cc1nn(CC(=O)NCCN2CCOCC2)c(=O)c2cc3sccc3n12` gave ERAP1 inh 3, Xi reactivation 0.0, esBAF inh -4, RAD52 anneal inh -26, ERp5 inh -2, RAD54 branch 6 and S100A4 MyoIIA -19.
For CS(=O)(=O)Nc1ccc2c(c1)[C@@H]1C[C@@H](CC(=O)N3CCc4ccccc4C3)O[C@@H](CO)[C@@H]1O2 the results were ERAP1 inh 0, Xi reactivation 0.1, esBAF inh 7, RAD52 anneal inh 2, ERp5 inh 4, RAD54 branch -2, E-selectin induc -0.2 and S100A4 MyoIIA 1.
Screening Cc1nc2sccn2c(=O)c1S(=O)(=O)NCC1CCN(Cc2ccccc2Cl)CC1 returned ERAP1 inh -1, Xi reactivation 0.0, esBAF inh 7, RAD52 anneal inh -17, ERp5 inh 0, RAD54 branch 2 and S100A4 MyoIIA -1.
Screening COc1ccc(S(=O)(=O)N(C)C[C@H]2Oc3ccc(NS(=O)(=O)c4c(C)noc4C)cc3C(=O)N([C@@H](C)CO)C[C@H]2C)cc1 returned ERAP1 inh 2, Xi reactivation -1.1, esBAF inh 10, RAD52 anneal inh -46, ERp5 inh 0, RAD54 branch 1, E-selectin induc 404* and S100A4 MyoIIA 4.
`COc1ccc(NC(=S)NNc2ccc([N+](=O)[O-])cc2S(=O)(=O)Nc2ccc(C)cc2C)cc1` gave ERAP1 inh 1, Xi reactivation 0.0, RAD52 anneal inh -4, ERp5 inh -6 and S100A4 MyoIIA -4.
O=C(N/N=C/c1cccc(O)c1)c1ccccc1O was read as ERAP1 inh 3, Xi reactivation 0.2, RAD52 anneal inh 14, ERp5 inh -3, E-selectin induc -0.9 and S100A4 MyoIIA 5.
Screening COc1cccc(NC(=O)CN(C)C(=O)c2ccccc2Sc2ccccc2C#N)c1 returned ERAP1 inh 0, Xi reactivation 0.0, esBAF inh -2, RAD52 anneal inh 2, ERp5 inh 1, RAD54 branch -4 and S100A4 MyoIIA -4.
COc1cccc(CC(=O)Nc2ccc3c(c2)OC2(CCCC2)O3)c1 was read as ERAP1 inh -4, Xi reactivation 0.1, esBAF inh 42*, RAD52 anneal inh -26, ERp5 inh 3, RAD54 branch 0, E-selectin induc -0.1 and S100A4 MyoIIA 2.
`CCOC(=O)c1cn[nH]c1C(F)(F)F` gave ERAP1 inh 5, Xi reactivation 0.2, RAD52 anneal inh -12, ERp5 inh 0, RAD54 branch -15, E-selectin induc 0.0 and S100A4 MyoIIA -6.
For COc1cc(C(=O)Nc2ccc(C)cn2)c([N+](=O)[O-])cc1OC the results were ERAP1 inh -7, Xi reactivation 0.5, RAD52 anneal inh -32, ERp5 inh 3, RAD54 branch -2, E-selectin induc 8.4 and S100A4 MyoIIA 0.
For Cc1ccc(C)n1-c1ccc(-c2ccn[nH]2)cc1 the results were ERAP1 inh -2, Xi reactivation 0.0, esBAF inh 1, RAD52 anneal inh -4, ERp5 inh 5, RAD54 branch 0, E-selectin induc -0.2 and S100A4 MyoIIA 11.
Screening Cc1ccc(S(=O)(=O)Nc2ccc3c(c2)CC(=O)N([C@H](C)CO)C[C@H](C)[C@H](CN(C)Cc2ccc(Cl)c(Cl)c2)O3)cc1 returned ERAP1 inh -1, Xi reactivation 0.6, esBAF inh 2, RAD52 anneal inh 2, ERp5 inh 0, RAD54 branch 1, E-selectin induc -0.1 and S100A4 MyoIIA 3.
Screening CN(Cc1cccnc1)C(=O)CNC(=O)c1ccc(Cl)cc1Cl returned ERAP1 inh -6, Xi reactivation 0.4, RAD52 anneal inh -12, ERp5 inh inconclusive and S100A4 MyoIIA -2.
Cc1cccc(NC(=O)NC2(C)CCS(=O)(=O)C2)c1 (centres undefined) was read as ERAP1 inh -2, Xi reactivation 0.0, esBAF inh -2, RAD52 anneal inh -1, ERp5 inh 1, RAD54 branch 12, E-selectin induc 0.4 and S100A4 MyoIIA -4.
Cc1cccc(OCCC(=O)OCC(=O)N2c3ccccc3NC(=O)C2(C)C)c1 was read as ERAP1 inh -1, Xi reactivation 0.0, esBAF inh 3, RAD52 anneal inh -6, ERp5 inh 1, RAD54 branch 2, E-selectin induc -3.5 and S100A4 MyoIIA -38.
For CCCc1c(Cc2cccc(F)c2)ncn1CCc1ccccc1OC the results were ERAP1 inh 1, Xi reactivation 0.1, RAD52 anneal inh 11, ERp5 inh 0, E-selectin induc -0.1 and S100A4 MyoIIA -2.
For COc1ccc2c(c1)C(CC(C)=O)N(c1ccc(-c3cccnc3)cc1)C(c1ccsc1)=C2 (centres undefined) the results were ERAP1 inh -2, Xi reactivation 0.2, RAD52 anneal inh -19, ERp5 inh -2, E-selectin induc 0.1 and S100A4 MyoIIA 0.
`CCN(C[C@@H]1[C@H](c2ccccc2)[C@@H](CO)N1C(=O)COC)S(C)(=O)=O` gave ERAP1 inh 2, Xi reactivation 0.2, esBAF inh 3, RAD52 anneal inh -3, ERp5 inh -3, RAD54 branch -1, E-selectin induc 0.1 and S100A4 MyoIIA -7.
`Cc1cc(C)[n+]2n1C(=O)C(c1ccccc1)=C2[O-]` gave ERAP1 inh 4&1, Xi reactivation 0.1&0.0, RAD52 anneal inh -3&-5, ERp5 inh -1&6, RAD54 branch -1, E-selectin induc 7.5 and S100A4 MyoIIA 0&1.
`CO[C@H](CN(C)C(=O)c1ccc2c(c1)OCO2)[C@@H](C)CN([C@H](C)CO)S(=O)(=O)c1ccccc1` gave ERAP1 inh 0, Xi reactivation 0.0, esBAF inh -1, RAD52 anneal inh -24, ERp5 inh -5, RAD54 branch 3, E-selectin induc 0.1 and S100A4 MyoIIA -10.
For CC(=O)Nc1ccc(S(=O)(=O)NNC(=O)C2CCCCC2)cc1 the results were ERAP1 inh 1, Xi reactivation 0.3, esBAF inh 1, RAD52 anneal inh -5, ERp5 inh 15, RAD54 branch 13, E-selectin induc 0.7 and S100A4 MyoIIA -9.
For C[C@H]1CCCCO[C@H](CN(C)S(=O)(=O)c2ccccc2)[C@@H](C)CN([C@@H](C)CO)C(=O)c2cc(NS(=O)(=O)c3ccc(F)cc3)ccc2O1 the results were ERAP1 inh -4, Xi reactivation 0.1, esBAF inh 6, RAD52 anneal inh -14, ERp5 inh -9, RAD54 branch -4, E-selectin induc 0.2 and S100A4 MyoIIA -7.
Screening CO[C@@H]1CN(C)C(=O)c2cc(NS(C)(=O)=O)ccc2OC[C@@H](C)N(CC2CC2)C[C@@H]1C returned ERAP1 inh -3, Xi reactivation 0.7, esBAF inh 6, RAD52 anneal inh -7, ERp5 inh -5, RAD54 branch 9, E-selectin induc -0.2 and S100A4 MyoIIA -3.
`CN(CC(=O)Nc1cccc(F)c1)C(=O)c1cccnc1Sc1ccc(Cl)cc1` gave ERAP1 inh 3, Xi reactivation 0.7, esBAF inh 1, RAD52 anneal inh -6, ERp5 inh 1, E-selectin induc 0.2 and S100A4 MyoIIA -2.
`O=c1c(Cc2ccc(F)cc2)c(O)ccn1Cc1ccc(F)cc1` gave ERAP1 inh -1, Xi reactivation 0.0, RAD52 anneal inh -2, ERp5 inh -3 and S100A4 MyoIIA -4.
`COc1ccc(-c2csc(NC(=O)CSc3ncn[nH]3)n2)cc1OC` gave ERAP1 inh -1, Xi reactivation 0.1, esBAF inh 3, RAD52 anneal inh -15, ERp5 inh 4, RAD54 branch 0, E-selectin induc 0.1 and S100A4 MyoIIA 1.
Screening Cc1n[nH]c(=O)c2c(NC(=O)CSc3nc4ccccc4c(=O)n3C(C)C)oc(C)c12 returned ERAP1 inh 0, Xi reactivation 0.1, esBAF inh 5, RAD52 anneal inh -3, ERp5 inh 8, RAD54 branch -3, E-selectin induc -0.6 and S100A4 MyoIIA -4.
`O=C(CNCc1cccs1)Nc1ccc(S(=O)(=O)N2CCCCC2)cc1` gave ERAP1 inh 1, Xi reactivation 0.0, RAD52 anneal inh -10, ERp5 inh 4 and S100A4 MyoIIA 4.
For O=C(CN(Cc1ccccc1)C(=O)CNS(=O)(=O)c1ccc(F)cc1)NCC1CCCO1 (centres undefined) the results were ERAP1 inh 1, Xi reactivation -0.1, esBAF inh 10, RAD52 anneal inh -1, ERp5 inh 5, RAD54 branch 1 and S100A4 MyoIIA 8.
`Cc1cccc(C(=O)NC(=S)Nc2cccc3nc(C)ccc23)c1` gave ERAP1 inh -1, Xi reactivation 0.4, esBAF inh -3, RAD52 anneal inh -13, ERp5 inh 0, RAD54 branch 3, E-selectin induc 0.2 and S100A4 MyoIIA 0.
COCCNC(=O)C[C@@H]1CC[C@@H]2[C@@H](COc3ccc(NS(=O)(=O)c4ccc(Cl)cc4)cc3C(=O)N2C)O1 was read as Xi reactivation 0.2, esBAF inh 4, RAD54 branch -2, E-selectin induc 1.2 and S100A4 MyoIIA -5.
`CCOc1ccc(NC(=O)Cn2nnc(C(=O)NCc3ccc4c(c3)OCO4)c2N)cc1` gave ERAP1 inh -4, Xi reactivation 0.0, esBAF inh 1, RAD52 anneal inh -8, RAD54 branch 6 and S100A4 MyoIIA -2.
`CC(C)(CO)CNC(=O)CC1C(=O)NCCN1CC(c1ccccc1)c1ccccc1` (centres undefined) gave ERAP1 inh -2, Xi reactivation 0.0, esBAF inh -3, RAD52 anneal inh -30, ERp5 inh -6, RAD54 branch -1, E-selectin induc 0.2 and S100A4 MyoIIA 7.
Screening CCc1ccc(N(C(=O)c2snc(C(N)=O)c2N)C(C(=O)NC2CCCC2)c2ccco2)cc1 (centres undefined) returned ERAP1 inh 1, Xi reactivation 0.3, esBAF inh 4, RAD52 anneal inh 2, ERp5 inh 3, RAD54 branch -12, E-selectin induc 0.0 and S100A4 MyoIIA 2.
For CCOc1ccccc1N(C(=O)c1snc(C(N)=O)c1N)C(C(=O)NC1CCCC1)c1cccs1 (centres undefined) the results were ERAP1 inh -2, Xi reactivation 0.0, esBAF inh 11, RAD52 anneal inh -11, ERp5 inh 2, RAD54 branch 2, E-selectin induc 0.0 and S100A4 MyoIIA -10.
